N370S GC: inhibitors or activators of N370S glucocerebrosidase for Gaucher disease. Potency, µM (doses to about 59.4 µM), without a hit: at the top dose activity change, negative = inhibition, usual class: inhibitors. P04062. actives 0.092% (n = 330,000). N370S GC spleen homogenate, 4MU-glucoside fluorescence;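 note: 0% = full enzyme activity and -100% = no enzyme basal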
FEN1 inh: blocks human flap endonuclease 1; P39748; Recombinant FEN1 flap cleavage, fluorescence, 15 min; Potency, µM (doses to about 114 µM), for the others: at the highest dose activity change, negative = inhibition, hits mostly inhibitors; actives 0.35% (n = 390,000); AID 588795; note: nearly all actives have a fitted effect of over 65% in size
Target sequence (P39748 whole entry, looked up): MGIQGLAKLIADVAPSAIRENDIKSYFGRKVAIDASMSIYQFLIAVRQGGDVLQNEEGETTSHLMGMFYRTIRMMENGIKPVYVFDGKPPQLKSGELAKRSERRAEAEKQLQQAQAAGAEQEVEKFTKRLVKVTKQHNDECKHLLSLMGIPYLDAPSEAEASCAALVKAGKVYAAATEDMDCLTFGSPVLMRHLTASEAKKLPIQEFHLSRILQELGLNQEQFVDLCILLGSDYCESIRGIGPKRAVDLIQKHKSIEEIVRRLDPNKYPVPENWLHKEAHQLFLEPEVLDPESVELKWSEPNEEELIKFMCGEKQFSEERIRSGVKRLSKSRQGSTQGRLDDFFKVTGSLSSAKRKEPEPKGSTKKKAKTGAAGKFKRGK
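FEN1 at 10 nM, compound pretreatment for 15 min (room temperature), 50 nM final substrate to initiate; endpoint reads at 0 and 15 min; DMSO-only plates used as vehicle background.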
DT40 TDP1 CPT: growth inhibition of DT40 Tdp1-/-;hTDP1 cells with camptothecin (screen for TDP1 inhibitors); chicken DT40 Tdp1-/-;hTDP1 cells + 20 nM CPT, ATP luminescence, 48 h; Potency, µM (top dose mostly 46.2 µM), for the others: at the top dose activity change, negative = growth inhibition, most hits filed as inhibitors; actives 12% (n = 420,000); note: nearly all actives have a fitted effect of over 55% in size
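Chicken DT40 Tdp1-/- cells stably complemented with human TDP1 were seeded at 400 cells/well in medium containing 20 nM camptothecin, exposed to pin-transferred compounds, and grown at 37 °C for at least 48 hr. Viability was read as ATP luminescence.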
Numbers without * were called inactive; ? = inconclusive; · = no result given; [ ] = remark or other dose. Calls come from the whole dose curve; as a rule, active = well fitted curve in the direction sought with a large enough effect; inconclusive = small, poorly fitted or top-dose-only effect, or another doubt; inactive = no such curve, though single readings can be large; an effect the other way counts as inactive or inconclusive. Unless noted, % is set by controls: 0 for no effect and ±100 for the full control effect; potency is the fitted concentration of half-maximal effect. Not all compounds are listed (hit frequency here may not be typical).

Molecule | FEN1 inh | N370S GC | DT40 TDP1 CPT
NC(=O)c1ccsc1NC(=O)c1coc2ccccc2c1=O | -2.8% | -6.2% | ?
CCCOc1cccc(C(=O)N(Cc2cc(OC)c(OC)c(OC)c2)C2CCS(=O)(=O)C2)c1 (stereo unspecified) | -7.2% | · | ?
COc1ccc(C(C(=O)NC2CCCC2)N(CC2CCCO2)C(=O)Cc2cccs2)cc1OC (stereo unspecified) | -17.8% | 0.5% | 5.1%
CC(C)CSc1nc2c(c(=O)[nH]c(=O)n2C)n1CCc1ccccc1 | -0.6% | -2.7%[2.35 µM] | -0.8%
Cc1cccc(C(=O)NC(=S)NC(C)c2ccccc2)c1 (stereo unspecified) | 3.4% | · | ?
N#Cc1ccc(CN2CC3(CCN(C(=O)c4cccc(F)c4)CC3)C2)cc1 | · | 3.1% | ?
O=C(NCc1nnc(SCC(=O)N2CCCCCC2)o1)c1ccccc1F | -5.3% | 2.3% | 9.4%
CCOC(=O)C1=C(COC(=O)c2cccc(Cl)c2)NC(=O)NC1C (stereo unspecified) | -11.6% | 1.7% | -0.2%
CCc1ccc(NC(=O)CSc2nccn2C2CCCC2)cc1 | 6.9% | · | 18.4µM*
Cc1cccc(C)c1OCc1cc(C(=O)N(Cc2c(C)nn(C)c2C)C2CC2)no1 | -13.2% | -5.0% | 13µM*
CCN(CC)CCCNc1nc(CN2CCOCC2)nc2sc3c(c12)CCC3 | 2.7% | 5.4% | 13.0%
CC/C(=C/c1sc2ccc(C)cc2[n+]1CCCS(=O)(=O)[O-])SC | 1.5% | -2.9% | 21.1%
C(=NC12CN3CN(CN(C3)C1)C2)c1ccc2c(c1)OCO2 | -1.5% | -17.6% | 0.5%
c1ccc(CN2CCN(c3cnc4ccccc4n3)CC2)cc1 | -7.7% | -4.3% | -23.5%
Cc1ccc(S(=O)(=O)Nc2ccc(Oc3cccnc3)nc2)cc1 | -2.1% | 26.9% | 14.1%
O=CNc1ccc(/C=C/c2ccnc3ccccc23)cc1 | -14.8% | · | 12.6µM*
COC(=O)Cc1[nH]n(-c2nc3ccccc3s2)c(=O)c1C(C)=O | 0.0% | -10.5% | -18.3%
CCC(=O)c1ccc(OCC(O)CN(CCc2ccccc2)Cc2ccccc2)cc1 (stereo unspecified) | -24.4% | ? | ?
CCN(CC)c1ccc(/C=C(\C#N)c2ccccn2)cc1 | -12.7% | 14.4% | 2.59µM*
Cc1ccc(S(=O)(=O)NCCc2nnc(SCc3cccnc3)n2C)cc1 | -4.1% | -4.5% | -1.7%
COc1ccc(-c2nc3cc(C)ccn3c2NCc2ccc3c(c2)OCO3)cc1 | -25.2% | 5.1% | ?
O=C(N/N=C\c1ccccc1OCc1ccccc1)c1ccco1 | -24.7% | 2.8% | -18.4%
CN(C)CCN(C(=O)c1ccc2ccccc2c1)c1nc2cc3c(cc2s1)OCCO3 | -18.0% | -11.7% | ?
CN(C)c1ccc(C(=O)N2CCCC(CCC(=O)N3CCN(c4ccccn4)CC3)C2)cc1 (stereo unspecified) | 0.7% | -8.7% | ?
O=P(c1ccccc1)(c1ccccc1)c1cc(Br)cc(Br)c1OCCO | -9.6% | -7.9% | -4.2%
CCOc1ccc(NC(=O)CSc2nc(=O)n(Cc3ccccn3)c3c2CCC3)cc1 | 6.8% | 26.6% | 5.0%
CN(C(=O)CSc1nnc(-c2cccc(F)c2)n1N)C1CCS(=O)(=O)C1 (stereo unspecified) | -0.2% | 0.5% | 14.0%
COc1ccc(C)cc1-n1ccn(CC(=O)Nc2ccc(Br)cc2F)c(=O)c1=O | 7.8% | 0.8% | -24.4%
CN(CC(=O)Nc1cccc(F)c1)C(=O)c1ccc(OCc2ccccc2)cc1 | 2.9% | · | -28.1%
O=C(Nc1ccccc1)Nc1ccc(F)cc1F | 0.0% | 8.4% | ?
O=C(COC(=O)/C=C/c1ccc(F)cc1)Nc1ccc(S(=O)(=O)N2CCOCC2)cc1 | -2.3% | · | ?
COc1ccc(-c2c(C#N)c(N)nc3sc(C(=O)c4ccccc4)c(N)c23)cc1 | -0.8% | 8.1% | ?
O=C(O)C(Cc1c[nH]c2ccccc12)NS(=O)(=O)c1ccc(Br)cc1 (stereo unspecified) | -1.0% | -0.5% | 0.3%
COc1ccc([C@H]2CC(=O)C=C(c3cc4ccccc4s3)C2)cc1 | -5.1% | · | ?
O=C(NCc1n[nH]c(=S)n1-c1ccc(F)cc1)c1ccc(S(=O)(=O)N2CCCC2)cc1 | -13.5% | 8.9% | -10.4%
CCc1ccc(OCC(=O)Nc2ncc3c(n2)CC(C)(C)CC3=O)cc1 | 3.1% | 0.8% | -0.1%
CCOc1ccc(CNC(=O)Cn2c(=O)c3cccn3c3ccc(F)cc32)cc1OC | -9.0% | · | -18.0%
CCCn1cc(S(=O)(=O)c2ccccc2)c(=O)c2cc(OCC)ccc21 | -16.1% | -7.4% | -12.1%
CC(=O)c1ccc(N2CCN(c3ncnc4c3c(-c3ccccc3)cn4-c3ccc(Cl)cc3)CC2)cc1 | -0.4% | · | ?
CC(NC(=O)c1ccc(NC(=O)c2ccco2)cc1)c1ccccc1 (stereo unspecified) | 1.6% | -11.1% | 5.0%
Cc1cc(N2CCN(C)CC2)nc2ccc(NC(=S)NCCC(C)C)cc12 | -14.3% | -0.1% | 23.1µM*
CCCC(=O)NC(Nc1cccc(C(F)(F)F)c1)C(Cl)(Cl)Cl (stereo unspecified) | -13.0% | 7.6% | ?
CCCC(=O)c1ccc(N2CCN(C(=O)c3ccccc3Br)CC2)c(F)c1 | -7.8% | -1.6% | 18.4µM*
Clc1ccc(CNCC2CCCO2)c(Cl)c1 (stereo unspecified) | 21.4% | · | -1.6%
c1ccc(NCc2cccc3ccccc23)nc1 | 13.3% | -10.7% | -7.9%
Cc1cccc(N(C(=O)c2snc(C(N)=O)c2N)C(C(=O)NCC2CCCO2)c2ccc(N(C)C)cc2)c1 (stereo unspecified) | -0.3% | -0.7% | 29.1µM*
COc1c2ccc(OCC/C(C)=C/C(=O)C=C(C)C)cc2nc2occc12 | 10.0% | · | ?
CC(=O)NNC(=O)C(O)(c1ccccc1)c1ccccc1 | -1.6% | 9.6% | 4.9%
CCN(CC)CCCNC(=O)CSc1nc2nc(C)c(Cc3ccccc3C)c(C)n2n1 | -4.5% | · | -26.8%
CC(C)NC(=O)N1CCC2(CC1)CCN(C(=O)c1csnn1)CC2 | · | 7.9% | 21.3%

The list continues:
Molecule | FEN1 inh | N370S GC | DT40 TDP1 CPT
O=C(/C=C/c1cn(-c2ccccc2)nc1-c1cccnc1)N1CCCCC1 | 2.2% | 5.4% | ?
Cc1nnc(SCSc2nnc(C)s2)s1 | 0.6% | 2.7% | -11.9%
CCOC(=O)c1c(-c2ccc(C)cc2)csc1NC(=O)C1CC=CCC1C(=O)O (stereo unspecified) | 1.7% | -5.8% | -7.4%
C=CCN1CN(Cc2ccco2)CNC1=S | 11.9% | -0.6% | -20.9%
CC(C)c1ccc(C2N3CC4(C)CN2CC(c2ccccc2)(C3)C4=O)cc1 (stereo unspecified) | -3.9% | · | ?
CC1CCCC(NC(=O)COC(=O)COc2ccc(C#N)cc2)C1C (stereo unspecified) | 1.5% | · | 8.2%
N/C(Cc1ccc([N+](=O)[O-])cc1)=N\OC(=O)c1ccc(Br)o1 | -2.5% | 21.4% | ?
CCn1cc2nc(SCc3cccc(Cl)c3)n(Cc3ccc(C)cc3)c(=O)c2n1 | 10.5% | · | 20.6µM*
Cc1cc(Cn2nc(C(=O)NCc3cccs3)cc2-c2ccccc2)on1 | -4.5% | 2.7% | -23.7%
COCCn1nnnc1C(c1ccccc1OC)N1CCc2ccccc2C1 (stereo unspecified) | -7.9% | · | ?
COc1cc2c(cc1NC(=O)C(C)Oc1ccc(Cl)cc1Cl)oc1ccccc12 (stereo unspecified) | -22.8% | · | -19.6%
O=C(NNC(=O)C1CCN(C(=O)Nc2ccccc2)CC1)c1ccc([N+](=O)[O-])cc1 | 15.3% | · | -4.5%
Cc1ccccc1C(=O)NNC(=O)CSc1nnc(C)n1-c1ccccc1 | -4.7% | 0.0% | -11.7%
Cn1c(/C(C#N)=C/c2ccc(C(F)(F)F)cc2)nc2ccccc21 | -20.9% | · | 20.6µM*
CCCC(=O)Nc1cnc(NC(=O)c2cccc(F)c2)cc1C | -1.2% | 21.9% | -12.7%
Cn1c(=O)c2[nH]c(N/N=C(/C#N)C(N)=O)nc2n(C)c1=O | -11.2% | -3.1% | 5.3%
Cc1cc(C(=O)CSc2nc3ccc(Cl)cc3[nH]2)c(C)n1CC1CCCO1 (stereo unspecified) | -6.7% | 13.7% | 9.2µM*
N#CC1(NC(=O)COC(=O)Cc2n[nH]c(=O)c3ccccc23)CCCCC1 | -0.3% | -0.5% | -3.0%
O=C(N/N=C/c1cccc([N+](=O)[O-])c1O)C(O)(c1ccccc1)c1ccccc1 | 6.1% | 23.6% | ?
CCc1nnc(NC(=O)CCC(=O)NCc2ccccc2OC)s1 | 3.4% | 3.5% | ?
C[C@@H](N)C(=O)NC[C@H]1CC[C@H](C(=O)N[C@@H](Cc2ccccc2)C(=O)O)CC1 | 10.3% | -4.9% | -19.6%
O=C(O)C12CC3CC(C1)CC(n1ncc(NCc4ccccc4)c(Cl)c1=O)(C3)C2 | 15.1% | -4.3% | -1.9%
CN(CC(=O)Nc1ccc(OC(F)(F)F)cc1)C(=O)Cc1cccs1 | -7.4% | · | ?
COc1cc2cc(C(=O)N3CCOCC3)cc(-c3ccc(C)cc3)c2cc1OC | -1.5% | -12.4% | -21.5%
COc1ccc(CN(CC2CCC(C(=O)O)CC2)C(=S)Nc2ccccc2OC)cc1 (stereo unspecified) | 2.1% | 3.0% | -23.3%
O=C(OCC(=O)N1CCc2ccccc21)c1cccc(S(=O)(=O)N2CCCc3ccccc32)c1 | -1.7% | 6.4% | -22.9%
C=CC1=CCN(S(=O)C(C)(C)C)[C@H]1CCO (stereo partly specified) | 10.4% | · | -5.3%
CC(=O)N1CCN(c2ccccc2NC(=O)c2cc3ccccc3o2)CC1 | 1.7% | -3.3% | ?
CC(=O)Nc1ccccc1NC(=O)COc1cccc2ccccc12 | -12.8% | 2.5% | 3.3%
COc1cc(OC)cc(-c2nnc(NC(=O)CCS(=O)(=O)c3ccc(F)cc3)o2)c1 | -1.2% | -0.2% | ?
CC1(C)CC(=O)c2sc(NC(=O)c3cccs3)nc2C1 | 0.1% | 3.4% | ?
COc1ccc(S(=O)(=O)N(C)C)cc1NC(=O)CSc1nc(N)cc(N)n1 | -3.3% | 2.0% | -11.8%
CC(OC(=O)c1ccc2c(c1)OCCO2)C(=O)NC1CCCCC1C (stereo unspecified) | -7.0% | 0.5% | 9.4%
C=CCN(c1ccccc1)S(=O)(=O)c1cccc(C(=O)NCC(c2cccs2)N2CCOCC2)c1 (stereo unspecified) | -9.4% | -6.1% | 13µM*
COC(=O)CC1C(C)(C)C(OC(C)=O)C2CC3C4CC(=O)OC(c5ccoc5)[C@]4(C)CCC3[C@@]1(C)C2=O (stereo partly specified) | · | 20.4% | -10.9%
Cc1c(Cl)cccc1NC(=S)N1CCN(Cc2ccc3c(c2)OCO3)CC1 | -0.1% | 0.4% | 1.1%
Cc1ccccc1-n1nc2c(c1NC(=O)c1ccc(Br)o1)CSC2 | -6.0% | 7.8% | -7.8%
Cc1oc(-c2ccccc2F)nc1CS(=O)CC(=O)NCc1ccccn1 (stereo unspecified) | -0.7% | -3.0% | -1.3%
COc1cc2c(cc1OC)CN(C(=O)c1cccc(S(=O)(=O)N3CCc4ccccc43)c1)CC2 | -21.7% | · | 20.6µM*
COc1ccccc1NC(=O)COC(=O)C1CCCC1 | 16.1% | · | -6.4%

As a working copy, some entries already given:
Molecule | FEN1 inh | N370S GC | DT40 TDP1 CPT
COc1cc2c(cc1OC)CN(C(=O)c1cccc(S(=O)(=O)N3CCc4ccccc43)c1)CC2 | -21.7% | · | 20.6µM*
COc1ccccc1NC(=O)COC(=O)C1CCCC1 | 16.1% | · | -6.4%

New compounds follow:
Molecule | FEN1 inh | N370S GC | DT40 TDP1 CPT
Cc1ccc(-c2cc(C(=O)NC3CCCC3)no2)cc1 | -14.7% | 1.0% | -4.0%
CCCC(c1nnnn1CC1CCCO1)N1CCN(c2ccccc2)CC1 (stereo unspecified) | -10.4% | 3.8% | 6.5%
O=C(CCC(=O)N(CC(=O)NC1CCCC1)C1CCCC1)Nc1ccccn1 | -0.3% | ? | -15.6%
Cc1cccc(N2CCN(C(=O)c3ccc(CS(=O)Cc4cccc(Cl)c4)o3)CC2)c1C (stereo unspecified) | -19.9% | -7.7% | ?
CCc1c(CN2CCN(c3ccc(F)cc3)CC2)csc1C | -17.5% | · | ?
COc1cc(C(=O)NC2CCN(C)CC2)ccc1Nc1ncc2c(n1)N(C1CCC(O)CC1)CCC(=O)N2C (stereo unspecified) | -25.6% | · | 16.4µM*
C(=N\n1cnnc1)/c1cn(Cc2ccccc2)c2ccccc12 | -1.3% | 3.3% | -11.7%

Screening data (PubChem)
